# Source: PubChem BioAssay
# Smad3 FoxH1 inh = Smad3 (human) transcription factor binding inhibition; P84022; TR-FRET Smad3/Dy647-FoxH1 peptide binding, europium anti-His; inhibition, % at 25 µM; hit rate 0.29% among 88,000;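 active means compounds that reduce the energy-transfer binding signal between the protein and its labelled peptide by more than half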;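 further: 0% = Smad3 plus labelled peptide maximal FRET and 100% = peptide-only background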
# Target sequence (P84022 whole entry, looked up): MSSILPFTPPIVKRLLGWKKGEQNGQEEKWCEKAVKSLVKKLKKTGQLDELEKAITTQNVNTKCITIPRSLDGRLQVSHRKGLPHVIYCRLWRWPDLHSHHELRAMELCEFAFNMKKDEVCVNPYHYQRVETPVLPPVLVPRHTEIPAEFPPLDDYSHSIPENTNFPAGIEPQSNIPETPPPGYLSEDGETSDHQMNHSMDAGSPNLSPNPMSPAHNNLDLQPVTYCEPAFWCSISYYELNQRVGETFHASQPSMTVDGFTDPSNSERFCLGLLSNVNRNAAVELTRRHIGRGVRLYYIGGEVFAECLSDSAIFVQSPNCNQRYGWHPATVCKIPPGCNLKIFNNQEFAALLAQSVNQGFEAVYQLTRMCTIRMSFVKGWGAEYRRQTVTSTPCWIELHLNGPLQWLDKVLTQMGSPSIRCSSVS
# sEH inhibitor = blocks human soluble epoxide hydrolase activity; hit rate 0.34% among 91,000; inhibition, % at 2 µM; recombinant human sEH enzymatic activity assay; in the data active means inhibition above about 80%; further: values of inactives mirror those of a sister screen read the other way; many of its hits are not listed in these tables
# Target sequence (P34913 whole entry, looked up): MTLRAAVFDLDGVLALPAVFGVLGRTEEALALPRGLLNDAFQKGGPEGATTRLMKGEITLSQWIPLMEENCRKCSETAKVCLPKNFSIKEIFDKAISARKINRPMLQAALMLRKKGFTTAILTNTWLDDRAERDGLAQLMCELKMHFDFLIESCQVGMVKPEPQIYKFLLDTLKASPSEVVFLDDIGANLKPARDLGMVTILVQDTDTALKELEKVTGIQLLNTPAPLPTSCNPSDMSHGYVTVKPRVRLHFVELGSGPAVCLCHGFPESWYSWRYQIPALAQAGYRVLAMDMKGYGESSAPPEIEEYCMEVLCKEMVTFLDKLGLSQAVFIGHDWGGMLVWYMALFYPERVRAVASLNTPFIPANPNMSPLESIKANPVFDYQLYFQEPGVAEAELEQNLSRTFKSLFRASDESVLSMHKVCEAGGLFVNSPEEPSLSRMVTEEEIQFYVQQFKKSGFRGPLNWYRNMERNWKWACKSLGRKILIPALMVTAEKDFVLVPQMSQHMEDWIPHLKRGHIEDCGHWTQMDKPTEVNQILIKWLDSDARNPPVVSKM
# ERb SRC1 inh = blocks coactivator binding to human estrogen receptor beta | hit rate 1.3% among 86,000 | AID 633 | TR-FRET ER-beta LBD / SRC1-Cy5 peptide binding; receptor agonist-loaded with 1 µM estradiol | inhibition, % at 25.6 µM;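 active means compounds whose percent inhibition of the receptor-coactivator binding signal exceeds about 50% in the single-dose screen, limit read from the data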;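 further: 0% = receptor plus peptide wells without compound and 100% = peptide-only wells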
# Candida biofilm = kills Candida albicans biofilms; C. albicans biofilm + clotrimazole, Alamar Blue; inhibition, % at 6 µM; hit rate 0.14% among 85,000; AID 834;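 active means inhibition above 20%; inactive means inhibition below 20%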;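 further: preformed 24 hr biofilms exposed to compound for 48 hr; 0% = biofilm without compound and 100% = blank killed by clotrimazole plus chlorhexidine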
# ERa coact pot = enhances coactivator binding to human estrogen receptor alpha; P03372; TR-FRET ERalpha-LBD/SRC-Cy5 coactivator binding, 2 h; 100 = basal binding, no effect; coactivator binding (% of control), % at 25.6 µM; hit rate 1.3% among 86,000; in the data active means activity above about 200%;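 further: binding measured in presence of low estradiol as agonist stimulus; 0% = peptide alone without receptor and 100% = receptor with peptide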
# Mac1 fbg inh = blocks human CD11b/CD18 adhesion to fibrinogen; K562 CD11b/CD18 adhesion to fibrinogen, ATPlite luminescence; Mn2+ added to activate the integrin; hit rate 0.54% among 93,000; inhibition, % at 10 µM; P05107+P11215; AID 1497;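 active means primary inhibition of 50% or more at 10 µM, then 40% or more on retest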; further: some results filed as inactive read as strong as hits
# CD11b adhes enh = increases human CD11b/CD18 adhesion to fibrinogen | hit rate 0.07% among 93,000 | AID 1499 | activation, % at 10 µM | K562 CD11b/CD18 adhesion to fibrinogen, ATPlite luminescence;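 active means 10 µM primary screen giving 50% or more activity, confirmed by 40% or more on retest at that dose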; further: strong numbers were not always called active; reference of the scale not given here
# MT1-MMP txn act = MT1-MMP promoter transcription activation; HT1080 MT1-MMP promoter luciferase reporter, luminescence, overnight; stronger effect = higher value; activation factor at 10 µM; hit rate 0.16% among 86,000;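 active means activation factor of at least 2 for MT1-MMP transcription at 10 µM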
# sEH act = soluble epoxide hydrolase (human) activation; P34913; purified human sEH enzymatic activity, activator screen; activation, % at 2 µM; hit rate 0.04% among 91,000; AID 717; in the data active means activation above about 37%; further: values of inactives mirror those of a sister screen read the other way
# * hit, by the source's call; . = no result given; [ ] = remark or other dose.
SMILES,Smad3 FoxH1 inh,sEH inhibitor,ERb SRC1 inh,Candida biofilm,ERa coact pot,Mac1 fbg inh,CD11b adhes enh,MT1-MMP txn act,sEH act
CC1CCCC2(C1)NC(=S)c1c(sc3c1CCCC3)N2 (stereo unspecified),11,9,7[fluorescence artefact?],3,87,-14,29,1.1,-8
CCOC(=O)C1CCCN(S(=O)(=O)c2cccc3cccnc23)C1 (stereo unspecified),5,-11,-1,8,100,14,0,0.9,14
CCOC(=O)C1CCN(CC(=O)c2c(C)[nH]c3ccccc23)CC1,10,7,5,4,123[fluorescence artefact?],-24,5,1.1,-3
COCCn1c(N)c(NCc2ccccc2)c(=O)n(CC(=O)Nc2cc(C)ccc2C)c1=O,-7,5,-8,2,104,3,-2,1,-4
CN(C(=O)COc1cc(=O)n(C)c2ccccc12)c1ccc(Br)cc1,-8,0,33[fluorescence artefact?],10,88,-10,8,.,-1
CC(C)(C)n1ncc2c(=O)n(CC(=O)c3ccccc3)cnc21,0,-2,-4,6,103,.,.,1.6,1
C=CCN1C(=O)C2(/C(=C(\O)c3ccc4c(c3)OCCO4)C(=O)C(=O)N2CCCOC)c2ccccc21 (stereo unspecified),5,-2,-11,-8,100,-6,-3,1,1
Clc1ccc(-c2nnsc2SCc2ccccc2)cc1,.,22,.,.,.,4,4,.,-23
Cc1cc(CCC(=O)O)c(C)cc1CCC(=O)O,-15,6,5[fluorescence artefact?],-5,113,3,6,1.1,-6
O=C(N1CCCCCC1)N1CCN(S(=O)(=O)c2ccccc2)CC1,8,14,-6,2,89,-17,-2,1.1,-11
CCOC(=O)c1ccc(NC(=O)C2CCN(S(=O)(=O)CC)CC2)cc1,-2,17,-1,1,106[fluorescence artefact?],-8,-2,1.1,-14
CCOC(=O)C1CCCN(C(=O)Cn2nc(Cc3cccnc3)c3ccccc3c2=O)C1 (stereo unspecified),10,.,-4[fluorescence artefact?],5,113[fluorescence artefact?],15,-8,1,.
CSC(=NS(=O)(=O)c1ccccc1)SC,-20,6,-11,6,95,-1,-3,1.1,-9
CCOc1cccc2sc(NC(=O)c3ccc(Br)s3)nc12,-370[fluorescence artefact?],.,48[fluorescence artefact?],2,433*[fluorescence artefact?],7,2,1.2,.
Cc1ccc(C(=O)COC(=O)CCC(=O)NC2CCCCC2)cc1C,7,9,-1,3,113,2,2,1,-9
CC(NC(=O)c1ccccc1Cl)c1nnc(SCC(=O)Nc2ccc(C(=O)O)cc2)n1C (stereo unspecified),5,-8,2,9,108[fluorescence artefact?],.,.,1.1,10
CC(C)N(CCc1ccncc1)C(=O)Nc1ccc(F)cc1,0,-1,-7,2,100[fluorescence artefact?],0,-6,1.2,0
CC(C)=CCc1c(O)ccc(C(=O)Cc2ccccc2)c1O,.,3,.,.,.,102,-14,.,-1
CC1CCCCN1C(=O)Cn1c(=O)n(CCC(=O)NCc2ccco2)c(=O)c2sccc21 (stereo unspecified),.,-4,.,.,.,-11,-4,1.1,2
CCOc1ccccc1NC(=O)CSc1nnc(Cc2cccn2C)n1-c1ccc(F)cc1,4,-4,-6,2,127,-1,0,.,3
Cc1nn(C)c(C)c1S(=O)(=O)N(CC(=O)NCCN1CCOCC1)c1ccc(C(C)C)cc1,0,.,-5,6,103,.,.,1.2,.
Cc1nc(C(=O)Nc2ccccc2Cl)cc2c1[nH]c1ccccc12,.,-10,.,.,.,-16,1,.,13
CCOC(=O)C1CCCN(C(=O)COc2ccccc2O)C1 (stereo unspecified),-8,-1,-2,5,106,-8,-1,1.2,0
O=C(O)CCC(=O)CCC(=O)c1ccc(Cl)cc1,1,-2,-12,6,154[fluorescence artefact?],8,-2,.,4
CCCc1cc(=O)[nH]c(SCC)n1,16,8,1,8,108,.,.,1.2,-8

# (continued)
SMILES,Smad3 FoxH1 inh,sEH inhibitor,ERb SRC1 inh,Candida biofilm,ERa coact pot,Mac1 fbg inh,CD11b adhes enh,MT1-MMP txn act,sEH act
CCOC(=O)c1ccc(S(=O)(=O)N2CCC(C(=O)OCC)CC2)cc1,-3,6,6[fluorescence artefact?],6,130,11,1,1.2,-5
O=C(O)CSc1cnc2ccccc2n1,-6,-6,7[fluorescence artefact?],3,100,-13,-2,1.1,8
Cc1ccc(NC(=O)C2CC(=O)NC(N3CCCCC3)=N2)cc1Cl (stereo unspecified),-5,0,9,7,101,12,-3,1,3
c1ccc2c(c1)nc(N1CCN(C3CCCCC3)CC1)c1nnnn12,18[fluorescence artefact?],.,5,3,109,-1,1,1,.
O=C(CCn1c(=S)[nH]c2cc3c(cc2c1=O)OCO3)N1CCN(c2ccccn2)CC1,-3,.,15[fluorescence artefact?],-4,92[fluorescence artefact?],.,.,1.1,.
O=C(Cn1ncc(Cl)c(Cl)c1=O)c1ccc(Cl)cc1,-8[fluorescence artefact?],-3,-3,3,110,.,.,1.4,4
CCOC(=O)C1(S(=O)(=O)c2ccccc2)CCN(Cc2ccc(Cl)cc2)CC1,.,9,.,.,.,12,1,.,-9
COc1cc(C(=O)N2CCN(c3cc(Cl)ccc3Cl)CC2)cc(OC)c1OC,3,-19,-10,5,103,10,-4,0.4,18
CCOC(=O)c1c(C)n(C)c2ccc(OCC(N)=O)cc12,.,1,.,.,.,-8,0,1.1,-1
Clc1ccc(OCc2nn3c(-c4ccco4)nnc3s2)c(Cl)c1,18,-4,50[fluorescence artefact?],-3,173,-2,29,0.9,6
Fc1ccc2[nH]c3c(N4CCN(c5ccccc5)CC4)ncnc3c2c1,0,.,2,2,100,3,-1,1,.
O=C(c1ccccc1Oc1ccccc1)N1CCN(c2ccccc2F)CC1,2,-9,-2,2,137[fluorescence artefact?],8,-4,1,8
Cc1cc(NC(=O)C2CC(c3ccc(F)cc3)=NO2)n(-c2ccccc2)n1 (stereo unspecified),1,-10,-4,5,194,-5,0,1.1,8
COc1ccc(C(c2nnnn2C2CCCC2)N2CCN(c3ccccc3)CC2)cc1 (stereo unspecified),6,10,-9,10,98,.,.,1.2,-5
COC(=O)c1ccc(NC(=O)Nc2ccc(F)cc2)cc1,-7,.,11,-4,78[fluorescence artefact?],35,-4,1.4,.
CCOC(=O)C1CCN(C(=O)COc2ccc(Br)cc2)CC1,-17,8,5,3,100,-15,-1,1,-8
O=c1cccc(-c2ccc(Br)cc2)o1,2,.,-4,7,142,-3,4,1.2,.
CCCC12CN3CC(C)(CN(C1)C3c1ccc(OC(C)C)cc1)C2=O (stereo unspecified),1,.,0,7,104,4,-1,1,.
CCc1noc(C)c1C(=O)N1CC(C)OC(C)C1 (stereo unspecified),5,-10,-13,2,104,-12,6,1.3,9
COc1ccc(CN2C(=O)CCC2(C)C(=O)NC2CCCCC2)c(OC)c1 (stereo unspecified),5[fluorescence artefact?],-1,-1,5,122,-7,-2,1.2,1
CN(C)C(=O)COC(=O)c1cc(Cl)cc(Cl)c1N,19,-9,-7,-6,105,-1,-3,0.9,8
COC(=O)CSc1nnc2c(C)cc3cc4c(cc3n12)OCCO4,10,.,-7,1,98,4,5,1.2,.
COc1cc(NC2c3ncccc3C(=O)N2Cc2ccco2)cc(OC)c1 (stereo unspecified),.,3,.,.,.,-3,3,1.1,-4
Cc1[nH]c2ccccc2c1NC(=O)CN1CCN(Cc2ccc3c(c2)OCO3)CC1,-12,1,-7,-9,88,-4,-3,1.2,-3
Cc1ccc(C(=O)Cn2ncsc2=N)cc1,-6,-1,-9,2,93,.,.,1.4,3

# Rewritten bar-delimited: 3 of the compounds above
SMILES | Smad3 FoxH1 inh | sEH inhibitor | ERb SRC1 inh | Candida biofilm | ERa coact pot | Mac1 fbg inh | CD11b adhes enh | MT1-MMP txn act | sEH act
COC(=O)c1ccc(NC(=O)Nc2ccc(F)cc2)cc1 | -7 | . | 11 | -4 | 78[fluorescence artefact?] | 35 | -4 | 1.4 | .
CN(C)C(=O)COC(=O)c1cc(Cl)cc(Cl)c1N | 19 | -9 | -7 | -6 | 105 | -1 | -3 | 0.9 | 8
CCCC12CN3CC(C)(CN(C1)C3c1ccc(OC(C)C)cc1)C2=O (stereo unspecified) | 1 | . | 0 | 7 | 104 | 4 | -1 | 1 | .

# Remaining list, next part.
SMILES,Smad3 FoxH1 inh,sEH inhibitor,ERb SRC1 inh,Candida biofilm,ERa coact pot,Mac1 fbg inh,CD11b adhes enh,MT1-MMP txn act,sEH act
Cc1nc2ncnn2c(C)c1Cc1c(Cl)cccc1Cl,14,11,-5,4,103,-6,-3,1.3,-11
Cn1c2c(c(=O)n(C)c1=O)C(NS(=O)(=O)c1ccccc1)(C(F)(F)F)C(=O)N2 (stereo unspecified),-5,-14,-21,9,111[fluorescence artefact?],-10,-3,1,14
COc1cc(C2C3C(C)N(C)C(=O)N(C)C3N(C)C(=O)N2C)ccc1O (stereo unspecified),5,-9,-5,-1,113,17,0,1.1,8
CCN(CC)c1ccc(C2CC(=O)NC3=C2C(=O)CC(C)(C)C3)cc1 (stereo unspecified),7,6,-12[fluorescence artefact?],0,96,3,-1,1,-6
COC(=O)CCS(=O)(=O)c1ccc(NC(C)=O)cc1,-9,-17,3[fluorescence artefact?],2,105,-19,-4,0.9,12
CCCn1c(NCc2ccc3c(c2)OCO3)nc2ccccc21,2,.,-2,3,110,17,-3,1.3,.
COc1ccc(-n2c(C)nnc2SCC(=O)N2C(C)CCCC2C)cc1 (stereo unspecified),0,-1,0,8,43,13,-1,1,0
COc1cc2c(cc1OC)C(c1ccccc1)N(C(=O)CCl)CC2 (stereo unspecified),.,6,.,.,.,-9,1,.,-2
Cc1noc(C)c1C(=O)Nc1ccc(Cl)cc1C(F)(F)F,.,-2,.,.,.,0,-1,1.2,0
O=C(Nc1nc2ccccc2s1)c1cc2c(s1)-c1ccccc1OC2,-26,-24,46,11,177,0,52,.,23
O=C1CC(c2cccc(Oc3ccccc3)c2)NC(=O)N1 (stereo unspecified),8,1,4,8,127,11,-5,1.1,-3
CCOC(=O)C1CCN(C(=O)Nc2ccc3nc(-c4ccco4)c(-c4ccco4)nc3c2)CC1,19,47,95*[fluorescence artefact?],7,31[fluorescence artefact?],3,24,1.1,-44
Cc1ccc(C)c2[nH]c(=O)c(C(c3nnnn3C3CCCC3)N3CCOCC3)cc12 (stereo unspecified),1,7,-11,4,110,-8,-3,1,-6
COc1ccccc1CNC(=O)C(NC(=O)C1CCCCC1)C(C)C (stereo unspecified),0,.,-2,-2,90,.,.,1.1,.
COc1nc(C)nc(NC(=O)NS(=O)(=O)c2ccc(C)cc2)n1,-10,8,51*[fluorescence artefact?],5,80,-6,5,.,-5
COc1cc2c(C(=O)N3CCN(C)CC3)c(C)n(-c3ccccc3)c2cc1Br,18[fluorescence artefact?],1,20,9,107,.,.,1.1,0
O=C(CN1C(=O)C2C3C=CC(C3)C2C1=O)NCCc1ccccc1Cl (stereo unspecified),.,9,.,.,.,-17,2,1,-10
CCC1CCCCN1C(=O)Cn1c(C(=O)OC)cc2ccsc21 (stereo unspecified),9,0,-2[fluorescence artefact?],3,110[fluorescence artefact?],10,-3,1,2
CCC(NC(=O)c1ccccc1NC(=O)c1ccccc1)C(=O)O (stereo unspecified),5,-16,-6,6,123,10,-2,1,14
Cc1oc2ccc(OC(=O)N3CCOCC3)cc2c1C(=O)OC(C)C,-14,.,-2,4,123,7,-3,1.1,.
O=c1[nH]c(=O)n(Cc2ccco2)c2c1C(C(F)(F)F)(C(F)(F)F)N=C(CCc1ccccc1)N2,4,-9,25[fluorescence artefact?],4,81,.,.,1,8
Cc1cc(C)c2nc(Cl)c(CN(Cc3ccco3)C(=O)Nc3ccccc3C)cc2c1,.,0,.,.,.,35,-10,.,2
Cc1ccc2c(c1)N(CC(=O)NC1CCCc3ccccc31)C(=O)CO2 (stereo unspecified),-4,45,17,8,93,24,1,1.3,-46
Cc1ccc(C(=O)Nc2sc(C)c(-c3ccccc3)c2C(N)=O)cc1[N+](=O)[O-],.,-3,.,.,.,16,-2,.,5
N#CC1=C(N)C(C#N)(C#N)C(c2ccncc2)C2CN(C(=O)OCc3ccccc3)CC=C12 (stereo unspecified),6,3,18[fluorescence artefact?],-1,99,.,.,1.2,-1

# The list is partial (hit frequency here may not be typical).
